Assay outcomes: PubChem, several laboratories
RPL19A TOR yeast: modulators of TOR pathway RPL19A-GFP in S. cerevisiae. percent response vs DMSO, % at 10 µM. S. cerevisiae RPL19A-GFP strain, flow cytometry, 3 h; active compounds read low. hit rate 0.3% among 330,000. AID 2025;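 active means percent response vs DMSO below 50%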;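 further: median channel GFP fluorescence of the barcoded RPL19A-GFP strain; ratio of sample median GFP to plate DMSO average so 100% = DMSO; lower means less RPL19A-GFP as with rapamycin TOR inhibition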
EBNA-1 inhibitor: blocks EBNA-1 binding to DNA. EBNA-1 DNA binding, fluorescence polarization. inhibition, % at 14.8 µM. hit rate 0.34% among 300,000; in the data active means inhibition above about 28%
ZTA counter: blocks Epstein-Barr virus ZTA, an EBNA-1 counter-screen. inhibition, % at 11 µM. P03206. hit rate 0.15% among 320,000. ZTA-DNA binding, fluorescence polarization; in the data active means inhibition above about 33%
LAP4-GFP MLPCN: alters LAP4-GFP fluorescence in TOR pathway yeast screen. S. cerevisiae LAP4-GFP multiplex, flow cytometry GFP, 3 h; median GFP as percent of DMSO wells. GFP response vs DMSO, % at 10 µM. hit rate 0.34% among 320,000. AID 2023;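 active means GFP response vs DMSO above a set limit, about the screen mean plus 3 SD, cut at about 150% in these data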
procasp3 activ: activators of human procaspase-3; P42574; hit rate 0.11% among 330,000; recombinant procaspase-3 D3A, Ac-DEVD-pNA absorbance 405 nm; activation, % at 8.5 µM;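 active means activation above the mean of all tested compounds plus 3 SD, cut at about 21% in these data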;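 further: 0% = DMSO alone and 100% = DMSO wells spiked with extra 5 µM PC-3 D3A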
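assay system = Procaspase-3 D3A mutant | signal = absorbance at 405 nm, 0 and 120 min | times = 1 h preincubation plus 2 h reaction at 25 °C | repeats = single replicate | read-out = % activation between DMSO and enzyme-spiked controls | medium = Zinc-free HEPES saline buffer with Triton X-100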
MEP2-GFP yeast: modulators of TOR pathway MEP2-GFP in S. cerevisiae. S. cerevisiae MEP2-GFP strain, flow cytometry GFP, 3 h; 100% = DMSO control level. GFP response vs DMSO, % at 10 µM. hit rate 0.51% among 330,000. AID 2016;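 active means GFP response versus DMSO above a set limit, roughly screen mean plus 3 SD, cut at about 180% in these data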;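 further: median GFP fluorescence of the barcode-gated MEP2-GFP cells per well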
AHR activator: activators of human aryl hydrocarbon receptor; P35869; AHR-responsive luciferase reporter cells, luminescence; activation, % at 5 µM; hit rate 2.5% among 320,000; in the data active means activation above about 47%;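 further: 0% = vehicle wells and 100% = reference agonist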
proCasp7 act: counter-screen: procaspase-7 (human) activation; hit rate 0.093% among 330,000; AID 463210; recombinant procaspase-7, Ac-DEVD-pNA absorbance 405 nm; D23A/D198A/D206A triple mutant, cannot self-cleave; scale: DMSO 0, 5 µM enzyme 100; activation, % at 8.5 µM;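 active means percent activation above the screen-wide mean plus 3 SD, cut at about 25% in these data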
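Assay system: Uncleavable procaspase-7 mutant enzyme; Input: 2 µM procaspase-7 mutant as dispensed; Also added: DEVD-pNA substrate; Medium: Zinc-free HEPES pH 7.4 with 300 mM NaCl, 0.01% Triton X-100; Timing: 1 h compound preincubation, 2 h substrate cleavage, 25 °C; Measured by: Epi-absorbance of released pNA at 405 nm, two timepoints.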
* marks the source's active call; other numbers are inactive results; · = not tested or not shown.

Each structure is followed by: RPL19A TOR yeast	EBNA-1 inhibitor	ZTA counter	LAP4-GFP MLPCN	procasp3 activ	MEP2-GFP yeast	AHR activator	proCasp7 act
- Cc1cc(C)c2c(N)c(C(=O)Nc3ccc(C)c(C)c3)sc2n1
  105	-1	23	98	-22	110	1	-85
- CCn1c(SCC(N)=O)nnc1-c1ccc(S(=O)(=O)N2CCN(C)CC2)cc1
  98	-12	-39	101	-4	101	1	1
- CCOc1ccc(OCC)c(NC(=O)CN2CCN(c3ccc(C)cc3C)CC2)c1
  97	7	13	107	-3	100	16	11
- COC(=O)c1ccc(-c2n[nH]c(=O)c3ccccc23)cc1
  98	11	-4	108	-1	123	0	5
- CCCNC(=S)Nc1ccc(Oc2ccccc2)cc1
  90	-8	-1	95	0	95	1	9
- Cc1cc(NC(=O)CSc2nc(C(C)(C)C)nc3ccccc23)no1
  97	1	-1	102	4	96	-1	5
- Cc1cc(/C=N/n2cnnc2)c(C)n1-c1ccc2c(c1)OCO2
  101	8	7	105	-4	104	2	-19
- COc1cc(OC)c(C(=O)Nc2ccc(S(=O)(=O)Nc3ncccn3)cc2)cc1OC
  98	13	16	105	-6	106	0	8
- COC(=O)c1ccc(OC(=O)c2ccncc2)cc1O
  100	7	1	88	-2	96	0	9
- O=C(Nc1nnc(S(=O)(=O)N2CCOCC2)s1)c1cccc(F)c1
  98	-8	10	119	8	89	7	5
- COc1ccccc1NC(=O)C(C)OC(=O)CSCC(=O)Nc1ccc(C)cc1C (stereo unspecified)
  97	·	-12	92	7	99	1	-1
- Cc1ccc(C2CCN(C(=S)Nc3cccc(Cl)c3)C2)cc1 (stereo unspecified)
  105	1	-4	158*	-4	105	0	-2
- NC(=S)N/N=C1\CC(n2nnnc2-c2ccccc2Cl)C2COC1O2 (stereo unspecified)
  96	-4	-10	105	-2	95	-3	-21
- CCC(C)[C@@H]1NC(=O)N(CCCN2CCCC2=O)C1=O (stereo partly specified)
  103	-2	-9	99	2	114	-1	-6
- O=C(CSc1nccc(=O)[nH]1)Nc1ccc(N2CCOCC2)c(Cl)c1
  102	1	8	94	-1	104	1	2

The listing continues.
Each structure is followed by: RPL19A TOR yeast	EBNA-1 inhibitor	ZTA counter	LAP4-GFP MLPCN	procasp3 activ	MEP2-GFP yeast	AHR activator	proCasp7 act
- CS(=O)(=O)N1CCN(c2ccc(NC(=O)CSc3ccc(Cl)cc3)cc2)CC1
  98	15	12	95	-1	101	0	-8
- COc1cc(NC(=O)c2ccccc2)cc(OC)c1
  97	-9	-9	106	0	102	46	3
- O=C(Nc1ccc(CSc2ccccc2)cc1)c1ccc(CN2CCOCC2)cc1
  107	6	9	108	6	121	-7	-7
- CCOc1ccc(S(=O)(=O)N2CCCCC2)cc1NC(=O)CSCc1c(C)noc1C
  92	4	-8	102	-3	100	-2	1
- Cn1c(CC(=O)NNC(=O)c2ccc(F)cc2F)nc2ccccc21
  100	·	-12	97	-1	100	5	3
- C=CCNC(=S)NNC(=O)c1ccc(C)c(Cl)c1
  99	0	-10	100	1	95	-2	3
- Cc1ccc(C(=O)NCC(=O)OCc2nnc(-c3ccc([N+](=O)[O-])cc3)o2)s1
  104	·	-2	108	1	107	2	2
- Cc1ccc(-c2c(C(=O)N(C)Cc3ccccc3)oc(=O)c3ccccc23)cc1
  99	3	-11	78	5	82	1	-5
- COc1ccc(NC(=O)C(=O)N/N=C\c2ccc(CNC(=O)C(=O)Nc3ccc(C)c(C)c3)o2)c(OC)c1
  106	-5	-3	92	-3	106	0	2
- O=C(NCCNCc1ccccn1)c1ccco1
  114	-1	-11	101	7	110	0	-8
- C=CCNC(=O)c1cccc2c1C(=O)c1ccc(N3CCCC3)cc1S2(=O)=O
  96	·	·	89	5	89	3	7
- O=c1ccc(S(=O)(=O)N2CCCC2)cn1Cc1ccc(F)cc1
  100	·	7	109	1	108	0	6
- C=CCSc1nnc(NC(=O)c2ccc(N3CCCC3=O)cc2)s1
  89	·	-8	89	6	92	1	-2
- COc1ccc(C(=O)N2CCN(C)C(=O)[C@@H]2C)cc1OC1CCN(C(C)C)CC1
  99	9	-11	100	15	98	1	-2
- Cc1ccc(C(C)CCN2CCC(n3nccc3NC(=O)c3ccccc3)CC2)o1 (stereo unspecified)
  104	13	-14	76	9	99	3	8

Next entries
Each structure is followed by: RPL19A TOR yeast	EBNA-1 inhibitor	ZTA counter	LAP4-GFP MLPCN	procasp3 activ	MEP2-GFP yeast	AHR activator	proCasp7 act
- CCc1nnc(NC(=O)C(C)N2C(=O)C3C4C=CC(C4)C3C2=O)s1 (stereo unspecified)
  92	-17	-15	88	5	93	4	10
- CCCCN(C(=O)c1cccc(S(=O)(=O)N2CCCCC2)c1)C1CCS(=O)(=O)C1 (stereo unspecified)
  95	-21	0	85	-4	100	6	-2
- Cn1nc(-c2ccc(S(N)(=O)=O)s2)cc1C(F)(F)F
  94	4	6	97	0	85	3	0
- CCN(CC)CCCNCC(=O)Nc1ccc2c(c1)CCC2
  102	-4	-13	94	6	113	26	3
- O=C(Nc1csc(Cc2c(Cl)cccc2Cl)n1)NN1CCOCC1
  100	-4	-9	97	4	111	-1	-13
- CCOC(=O)c1cc(Sc2ccccc2N)cc(C(=O)OCC)n1
  93	2	-8	121	3	96	-1	3
- COc1cc2oc3ccccc3c(=O)c2cc1OC
  97	-5	-11	105	2	103	4	-1
- O=C(N/N=C/c1ccccc1)c1c(O)c2ccccc2[nH]c1=O
  100	2	4	88	10	86	31	-8
- COc1ccc(C)cc1NC(=O)NCc1ccco1
  98	-6	-15	105	4	99	5	7
- O=C(CN(c1ccc2c(c1)OCCO2)S(=O)(=O)c1ccccc1)NCC1CCCO1 (stereo unspecified)
  103	3	0	98	5	96	1	6
- CCOC(=O)c1ccc(NC(=O)CCS(=O)(=O)c2cccc3nonc23)cc1
  100	-2	-1	96	-5	98	4	9
- Cc1ccc(N2CCCn3c2cc(C)c(C#N)c3=O)cc1Cl
  105	2	-15	110	-3	114	0	-1
- COc1ccc(CC(=O)N2CCN(S(=O)(=O)c3ccc(Cl)s3)CC2)cc1
  105	·	-13	104	6	97	3	6
- O=C(COC(=O)c1ccc(S(=O)(=O)NCc2ccco2)cc1)NC1CCCCC1
  94	0	-24	87	8	106	4	-4
- CC(Sc1nnc(CNc2cccc3ccccc23)n1-c1ccccc1)C(=O)N/N=C/c1ccco1 (stereo unspecified)
  94	-4	-3	98	-3	116	8	3

Next part:
Each structure is followed by: RPL19A TOR yeast	EBNA-1 inhibitor	ZTA counter	LAP4-GFP MLPCN	procasp3 activ	MEP2-GFP yeast	AHR activator	proCasp7 act
- O=C(OCc1cccc(Cl)c1)c1cc([N+](=O)[O-])ccc1N1CCOCC1
  100	7	1	118	6	96	3	-1
- Cc1ccc(NC(=O)C2CCCO2)cc1[N+](=O)[O-] (stereo unspecified)
  107	-5	15	93	4	92	-1	-4
- COc1ccc(S(=O)(=O)N(C)CC(=O)N2CCC(C)CC2)cc1Cl
  98	4	0	95	-2	95	1	-3
- COc1cc([N+](=O)[O-])cc(CN2CCCCC2)c1O
  104	13	-1	109	-7	101	-2	-16
- Cc1ccc(S(=O)(=O)N2CCN(C(=O)CCCN3C(=O)NC4(CCCC4)C3=O)CC2)cc1C
  105	·	-3	105	8	101	1	-1
- CCC(=O)Nc1cc2nn(-c3ccc(OC)cc3)nc2cc1C
  94	15	-6	98	-8	99	45	6
- Cc1ccc(NC(=O)Nc2cccc(C)n2)c(C)c1
  99	-3	-9	100	8	94	56*	7
- O=C(NCCC1=CCCCC1)c1cc2c(s1)CS(=O)(=O)C2
  98	11	-17	98	8	101	0	10
- CCS(=O)(=O)N1Cc2ccccc2CC1C(=O)OCC(=O)Nc1ccc(C)cc1 (stereo unspecified)
  99	-4	-6	96	3	97	9	12
- CC1=C(C(N)=O)C(c2ccccn2)n2nc(SCc3ccccc3)nc2N1 (stereo unspecified)
  102	-6	-11	108	-12	101	0	3
- Cc1cc(C)cc(OCC(=O)Nc2ccc(-n3cnnn3)cc2)c1
  103	·	-10	114	-10	104	-2	-5
- COc1ccc(NC(=O)NCC(C)CSc2ccc(C)cc2)c(OC)c1 (stereo unspecified)
  103	-14	-10	101	-8	116	6	3
- O=C1CCN(Cc2ccc(Br)cc2)CCN1[C@H](CO)c1ccccc1
  103	-2	-12	98	-1	101	6	-4
- O=C(COc1ncnc2ccc(Br)cc12)NC1CCCC1
  90	·	-7	84	1	92	2	0
- CC/C(Cc1ccccc1)=N\NC(=O)c1cc(C)oc1C
  101	-1	-5	91	8	96	45	1

Compounds above containing a nitro group on carbon:
Each structure is followed by: RPL19A TOR yeast	EBNA-1 inhibitor	ZTA counter	LAP4-GFP MLPCN	procasp3 activ	MEP2-GFP yeast	AHR activator	proCasp7 act
- Cc1ccc(C(=O)NCC(=O)OCc2nnc(-c3ccc([N+](=O)[O-])cc3)o2)s1
  104	·	-2	108	1	107	2	2
- O=C(OCc1cccc(Cl)c1)c1cc([N+](=O)[O-])ccc1N1CCOCC1
  100	7	1	118	6	96	3	-1
- Cc1ccc(NC(=O)C2CCCO2)cc1[N+](=O)[O-] (stereo unspecified)
  107	-5	15	93	4	92	-1	-4
- COc1cc([N+](=O)[O-])cc(CN2CCCCC2)c1O
  104	13	-1	109	-7	101	-2	-16

The list goes on:
Each structure is followed by: RPL19A TOR yeast	EBNA-1 inhibitor	ZTA counter	LAP4-GFP MLPCN	procasp3 activ	MEP2-GFP yeast	AHR activator	proCasp7 act
- Cc1ccc(-c2nnc(NC(=O)c3c(F)cccc3Cl)s2)cc1
  97	1	1	104	2	95	39	7
- Cc1sc(NC(=O)c2oc3ccccc3c2C)c(C#N)c1C
  96	11	-2	104	0	97	9	0
- Cc1ccccc1NC(=O)c1ccc(OCc2c(C)noc2C)cc1
  98	·	7	102	1	97	-4	-6
- CCS(=O)(=O)c1ccc2oc(SCC(=O)c3ccco3)nc2c1
  101	-2	2	102	-13	106	11	-11
- CCOc1ccc(NC(=O)CSc2nc3ccccc3nc2N2CCOCC2)cc1
  99	9	8	99	5	98	3	7
- C[C@]12c3[nH]c4ccccc4c3CCN1C(=O)C(CC(=O)NCc1cccc(C(F)(F)F)c1)C[C@@H]2C(=O)N1CCCCC1 (stereo partly specified)
  96	·	·	96	2	93	-1	1
- O=C(O)c1cccnc1Sc1ccc(Cl)cc1
  104	3	15	107	4	105	-1	4
